Pol kappa inh = inhibitors of human DNA polymerase kappa; Q9UBT6; purified Pol kappa, fluorescent DNA synthesis assay, 10 min; Potency, µM (series often up to 107 µM), for the others: at the top dose activity, negative = inhibition, most hits filed as inhibitors; 400,000 compounds, 0.53% hits; AID 588579; note: potency is the fitted concentration of half-maximal effect; % is set by controls: 0 for no effect and ±100 for the full control effect
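Fluorescent qHTS in 1536-well format: enzyme (10 nM) and compound sat 15 min at room temperature before 50 nM substrate (final) was added. Signal taken at 0 and 10 min; no-enzyme buffer wells were negative controls.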
ERG Ets-DNA blk = ERG Ets/DNA interaction inhibition; 370,000 compounds, 0.028% hits; fluorescence polarization, His-ERG Ets domain / labelled DNA; P11308; Potency, µM (series often up to 76.9 µM), without a hit: top-dose FP activity, negative = inhibition, most hits filed as inhibitors; active = well fitted inhibition curve with a large enough effect in the polarisation, with a control signal flat; inconclusive = small, poorly fitted or top-dose-only effect, or effect the other way, or a change in a side signal; inactive = no such curve, though single readings can be large or run the other way; the % refers to the polarisation;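 note: polarization taken with two DNA probes labelled with fluorescein and Texas red; potency is the fitted concentration of half-maximal effect; % of control where 0% means no effect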
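His-tagged ERG Ets domain (1 uM in the protein solution; 300mM KCl, 50mM Tris-HCl, 1mM EDTA, 1mM DTT, pH 7.5) received compound, then a probe mix of 5 nM fluorescein-DNA and 100nM Texas-615-DNA. Fluorescence polarization was read for both dyes.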
ALOX12 inh = inhibitors of human 12S-lipoxygenase ALOX12; purified 12hLO, xylenol orange hydroperoxide absorbance; Potency, µM (titrated, usually from 108 µM), without a hit: top-dose activity change, negative = inhibition, actives largely listed as inhibitors; 580,000 compounds, 1.1% hits; AID 1671190; note: potency is the fitted concentration of half-maximal effect; % is set by controls: 0 for no effect and ±100 for the full control effect
Target sequence (P18054 whole entry, looked up): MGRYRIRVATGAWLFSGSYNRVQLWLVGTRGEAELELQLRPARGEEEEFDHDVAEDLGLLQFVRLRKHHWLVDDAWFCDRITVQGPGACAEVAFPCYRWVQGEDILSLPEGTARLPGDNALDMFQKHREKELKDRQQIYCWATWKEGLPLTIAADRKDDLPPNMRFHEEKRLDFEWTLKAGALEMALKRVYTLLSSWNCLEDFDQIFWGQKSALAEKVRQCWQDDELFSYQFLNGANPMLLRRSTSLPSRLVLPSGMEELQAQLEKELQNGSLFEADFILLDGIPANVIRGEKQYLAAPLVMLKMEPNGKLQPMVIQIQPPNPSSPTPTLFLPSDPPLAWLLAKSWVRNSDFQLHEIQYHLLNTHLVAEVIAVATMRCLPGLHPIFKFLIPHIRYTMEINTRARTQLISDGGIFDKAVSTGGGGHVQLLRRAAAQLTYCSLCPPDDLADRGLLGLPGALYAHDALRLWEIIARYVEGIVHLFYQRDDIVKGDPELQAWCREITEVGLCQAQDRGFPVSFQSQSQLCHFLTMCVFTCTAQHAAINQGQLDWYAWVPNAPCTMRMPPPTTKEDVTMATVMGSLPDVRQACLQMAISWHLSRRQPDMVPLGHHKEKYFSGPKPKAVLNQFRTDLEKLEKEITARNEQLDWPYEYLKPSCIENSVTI
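Purified human 12hLO at 150 nM in 25 mM Hepes, 0.01% Triton X-100, pH 7.0, preincubated 15 min at room temperature with compound. Reaction started with 40 uM arachidonic acid, 30 min at room temperature. Hydroperoxide measured by Fe-xylenol orange, 573/405 nm absorbance ratio.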
Anesthetic bind = candidate novel general anesthetic via apoferritin binding; P02791; apoferritin/1-aminoanthracene competitive binding, fluorescence; Potency, µM (series often up to 77.5 µM), for the others: top-dose activity change, negative = displacement, hits mostly inhibitors; 350,000 compounds, 0.074% hits; note: potency is the fitted concentration of half-maximal effect; % is set by controls: 0 for no effect and ±100 for the full control effect; nearly all actives have a fitted effect of over 20% in size
Target sequence (P02791 2-175 limits assumed): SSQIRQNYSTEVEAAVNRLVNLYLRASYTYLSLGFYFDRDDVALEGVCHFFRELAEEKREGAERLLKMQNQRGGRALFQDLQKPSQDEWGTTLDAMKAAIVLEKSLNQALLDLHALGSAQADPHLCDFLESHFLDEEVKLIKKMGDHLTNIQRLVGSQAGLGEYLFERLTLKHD
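In PBS, apoferritin at 10 uM is loaded with 1-AMA from a 50% saturated solution. After 10 min of compound exposure at ambient temperature, reduced 535 nm fluorescence indicates probe displacement.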
POLH inh = DNA polymerase eta (human) inhibition | recombinant Pol eta, fluorescent DNA replication assay | Potency, µM (doses to about 114 µM), inactives show top-dose activity change, negative = inhibition, usual class: inhibitors | 390,000 compounds, 1.2% hits | AID 588591; note: potency is the fitted concentration of half-maximal effect; % is set by controls: 0 for no effect and ±100 for the full control effect
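Fluorescent replication assay: 50 nM final substrate added after a 15 min room-temperature compound preincubation with 10 nM enzyme. Signal taken at 0 min and again at 10 min.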
POLB inh = DNA polymerase beta (human) inhibition. P06746. Pol beta primer extension/strand displacement, fluorescence kinetic. Potency, µM (series often up to 114 µM), inactives show top-dose activity change, negative = inhibition, usual class: inhibitors. 340,000 compounds, 1.3% hits. AID 485314; note: potency is the fitted concentration of half-maximal effect; % is set by controls: 0 for no effect and ±100 for the full control effect
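Human Pol beta at 10 nM; strand-displacement substrate 50 nM final. Compound exposure 15 min at room temperature before start, reaction 10 min at room temperature.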
LDHA inh = inhibitors of human lactate dehydrogenase A. AID 1347041. purified LDHA, NADH/diaphorase-resazurin fluorescence; hits give low values. P00338. 480,000 compounds, 0.15% hits. activity change, % (values are at about 110 or 230 µM); in the data active = activity change below about -30%; inconclusive = mostly about -25% to -30%;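 note: plate controls were DMSO wells for no effect and wells without enzyme for full effect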
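Human LDH5 at 2 nM final in Tris HCl pH 7.4 with 0.06 mM NADH and 0.2 mM pyruvate, reacted 5 minutes at room temperature. Remaining NADH coupled via diaphorase/resazurin; resorufin fluorescence read at 0 and 20 minutes, normalized to enzyme-free and DMSO wells.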
APEX1 inh = blocks human APE1 abasic DNA cleavage | AID 2517 | 350,000 compounds, 0.35% hits | recombinant APE1, TAMRA/BHQ-2 abasic DNA cleavage fluorescence | Potency, µM (doses to about 65.8 µM), for the others: at the top dose activity change, negative = inhibition, hits mostly inhibitors;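 note: potency is the fitted concentration of half-maximal effect; plate controls were vehicle for no effect and reference inhibitor for full effect; nearly all actives have a fitted effect of over 55% in size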
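Incision of a quenched TAMRA/BHQ-2 THF abasic-site duplex (50 nM) by 0.75 nM APE1, after 15 min compound preincubation, measured as fluorescence increase over three 60 s reads. Values normalized to buffer, DMSO and NSC13755 control wells.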
RGS4 inh = blocks human RGS4-accelerated GTP hydrolysis; Transcreener GDP fluorescence polarization, RGS4-accelerated GTP hydrolysis; Potency, µM (top dose mostly 114 µM), for inactives: at the top dose activity change, negative = inhibition, hits mostly inhibitors; 390,000 compounds, 0.039% hits; note: potency is the fitted concentration of half-maximal effect; % is set by controls: 0 for no effect and ±100 for the full control effect; nearly all actives have a fitted effect of over 75% in size; some results filed as inactive show a strong effect at the top dose
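MLSMR compounds (23 nl, pin-transferred) preincubated 10 min at room temperature with a 500nM (2x) first reagent, then RGS4 at 900nM (2x) plus Transcreener GDP mix added; fluorescence polarization (620/688 nm) read before and after 90 min at 30 °C.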
An asterisk follows results filed as active; ? = inconclusive; nt = not tested or not shown; [ ] = dose if it differs, or a comment. Unless noted, calls come from the whole dose curve; as a rule, active = well fitted curve in the direction sought with a large enough effect; inconclusive = small, poorly fitted or top-dose-only effect, or another doubt; inactive = no such curve, though single readings can be large; an effect the other way counts as inactive or inconclusive. Not all compounds are listed; count on the stated rates, not on these rows.

SMILES	Pol kappa inh	ERG Ets-DNA blk	ALOX12 inh	Anesthetic bind	POLH inh	POLB inh	LDHA inh	APEX1 inh	RGS4 inh
Clc1ccc(N=c2ssnc2Cl)cc1	-4%	-1%	?	-5%	-16%	16%	-6	2%	?
COc1cccc(C(=O)c2c[nH]c(C(=O)NCCCN(C)C)c2)c1	-6%	-5%	-14%	-2%	2%	35%	-11	-17%	18%
O=C(NCCc1nc2ccccc2[nH]1)/C(=C/c1ccc2c(c1)OCO2)NC(=O)c1ccccc1	2%	-2%	2%	3%	-16%	1%	-1	2%	-1%
COc1cc(NC(=O)C2CCN(S(=O)(=O)c3ccc4c(c3)oc(=O)n4C)CC2)cc(OC)c1	-4%	-8%	-20%	6%	-9%	18%	0	nt	-1%
O=C(Nc1ccc(Br)cc1)c1cc(S(=O)(=O)Nc2ccccn2)ccc1Cl	-7%	4%	-9%	-9%	-12%	-27%	-1	50%[activator]	-5%
O=C(COC(=O)Cc1cccs1)Nc1ccc(F)c(F)c1F	-2%	-2%	-1%	-10%	5%	0%	-5	-1%	15%
COCCNC(=O)C(=O)NCC1OCCN1C(=O)c1ccc(Cl)cc1 (centres undefined)	-7%	-9%	18%	0%	-1%	2%	-2	4%	14%
COc1ccccc1NC(=O)N1CCCC1C(=O)NCc1ccccc1Cl (centres undefined)	-17%	7%	-22%	-2%	-21%	14%	-3	-4%	1%
CCOC(=O)C1(Cc2ccc(Cl)cc2)CCN(Cc2nccn2CC)CC1	-10%	-8%	1%	-8%	-1%	-1%	-4	-1%	-5%
CCN(CCCNC(=O)CSc1cc(=O)n(C)c2cc(Cl)ccc12)c1cccc(C)c1	-7%	-1%	-73%	55%[activator]	-10%	-19%	4	nt	10%
CCOc1ccc(C(=O)CCC(=O)N2CCN(c3ncccn3)CC2)cc1	-11%	0%	0%	-8%	-5%	0%	-7	9%	-3%
COc1ccc(OC)c(CNC(=O)C(C)n2nc(C)c3c(C)n(-c4ccccc4)nc3c2=O)c1 (centres undefined)	10%	-4%	0%	-23%	-9%	13%	-3	14%	5%[11.4 µM]
CCN(CC)S(=O)(=O)c1cc(Br)ccc1OC	1%	-4%	-16%	-13%	-16%	7%	-1	1%	6%
CC(=O)c1c(C)[nH]c(C(=O)N2CCN(S(=O)(=O)c3ccc(C)cc3C)CC2)c1C	0%	0%	?	nt	-17%	nt	4	20%	5%
COc1ccc(Cn2c(CO)cnc2SCc2cccc(C)c2)cc1	2%[60.1 µM]	-9%	-23%	-23%	-12%	-19%	2	nt	-12%

Continued, overlapping the part above by two compounds.
SMILES	Pol kappa inh	ERG Ets-DNA blk	ALOX12 inh	Anesthetic bind	POLH inh	POLB inh	LDHA inh	APEX1 inh	RGS4 inh
CC(=O)c1c(C)[nH]c(C(=O)N2CCN(S(=O)(=O)c3ccc(C)cc3C)CC2)c1C	0%	0%	?	nt	-17%	nt	4	20%	5%
COc1ccc(Cn2c(CO)cnc2SCc2cccc(C)c2)cc1	2%[60.1 µM]	-9%	-23%	-23%	-12%	-19%	2	nt	-12%
O=C(c1ccccc1F)N1CCCC(c2ccccc2)C1 (centres undefined)	-34%	-8%	-9%	-23%	-5%	9%	1	4%	-12%
COc1ccc(-c2cc(C)no2)cc1S(=O)(=O)NCCCN(C)Cc1ccccc1	4%	-5%	0%	-11%	-5%	14%	-1	52%	3%
O=C(N/N=C/c1ccccn1)c1cc(-c2ccncc2)nc2ccccc12	-19%	-8%	6%	-13%	-20%	32%	3	7%	9%
CCCC/C(O)=C/c1nc2ccccc2[nH]c1=O	-17%	-7%	0%	-1%	3%	1%	-4	-6%	-2%
CCN(CC(N)=O)S(=O)(=O)c1ccc(Br)cc1	-9%[60.1 µM]	nt	10%	3%	1%	17%	-16	5%	13%
Cc1cc(C)n(-c2cccc(F)n2)n1	5%	-4%	-14%	1%	-6%	12%	4	10%	-17%
CN(C)c1ccc(C(CN)c2c[nH]c3ccccc23)cc1 (centres undefined)	-2%	0%	?	-22%	-16%	29%	3	?	-2%
COc1ccc(OC)c2sc(NNC(=O)C3COc4ccccc4O3)nc12 (centres undefined)	-1%	-6%	38%[activator]	-13%	-19%	9%	0	5%	-14%
CCCN=CC1=C(O)CC(c2ccccc2)CC1=O (centres undefined)	-7%	-17%	0%	-14%	?	-4%	-2	4%	-25%
O=C1c2ccc([N+](=O)[O-])cc2S(=O)(=O)N1Cc1ccccc1	-15%	-16%	-7%	8%	-3%	-6%	9	29%	-16%
CCCc1cc2c(cc1NC(=O)c1ccco1)OCO2	-2%	0%	-1%	-6%	-15%	39%	-8	19%	-20%
COc1ccc(S(=O)(=O)N(C)C[C@H]2Oc3ccc(NC(=O)Nc4c(C)noc4C)cc3C(=O)N([C@H](C)CO)C[C@@H]2C)cc1	-7%	0%	0%	nt	-5%	nt	1	4%	17%
c1ccc(-c2ccc3nnnn3n2)cc1	6%	-2%	?	-11%	-7%	-1%	-3	2%	14%
CCCN1CCN(C(=O)Cn2cnc3sc(C)c(S(=O)(=O)N4CCC(C)CC4)c3c2=O)CC1	-9%	-3%	31%[activator]	-8%	-14%	0%	-8	6%	15%
CC(C)C(=O)N(c1cc2sc(=O)oc2c2ccccc12)S(=O)(=O)c1cccs1	-10%	2%	?	?	-8%	1%	24	-3%	-120%
O=C(COc1ccc(Br)cc1)NCCNC(=O)c1ccccn1	-1%	-10%	0%	-6%	-5%	30%	-10	29%	-13%
CN(Cc1nc(-c2ccc(Cl)cc2)no1)C(=O)c1ccc2c(c1)OCO2	-1%	3%	nt	nt	-28%	nt	-5	1%	-27%
C[C@@]12CCC[C@H](O1)[C@@H]([C@H](O)c1ccccc1)O2	-4%	-5%	9%	nt	-4%	nt	-5	8%	7%
COc1ccc(CCNS(=O)(=O)c2cc(-c3cc(C)no3)ccc2C)cc1OC	-5%	0%	?	-12%	-10%	3%	3	nt	1%
C/C(=C\c1ccccc1)C(=O)N1CCN(c2cccc(C(F)(F)F)c2)CC1	-11%	-2%	-6%	-4%	-26%	-6%	6	5%	-9%
CCOC(=O)c1cc(-c2ccccc2)sc1NC(=O)COC(=O)c1ccc(Cl)c(S(N)(=O)=O)c1	-4%	5%	nt	-4%	-37%	0%	-3	4%	-29%
CC(C)OCCCNC(=O)CN1C(=O)/C(=C/c2ccccc2F)Oc2ccccc21	1%	-13%	-3%	48%[activator]	-5%	?	-4	41%	-20%[56.9 µM]
Cc1ccc(N2CC(C(=O)Nc3ccc(Br)cc3)CC2=O)cc1 (centres undefined)	0%[60.1 µM]	-3%	-29%	59%[activator]	-1%	1%	-10	nt	4%
CCCCCn1c(CN2CCN(c3cc(Cl)ccc3C)CC2)nc2c1c(=O)[nH]c(=O)n2C	-8%	0%	-16%	?	-11%	0%	7	-10%	20%
CN1CCN(c2ccccc2NC(=O)c2cccc(OCc3ccccc3)c2)CC1	-8%[60.1 µM]	nt	12%	?	-13%	-12%	-4	5%	32%

Random excerpt: five compounds from above
SMILES	Pol kappa inh	ERG Ets-DNA blk	ALOX12 inh	Anesthetic bind	POLH inh	POLB inh	LDHA inh	APEX1 inh	RGS4 inh
COc1ccc(CCNS(=O)(=O)c2cc(-c3cc(C)no3)ccc2C)cc1OC	-5%	0%	?	-12%	-10%	3%	3	nt	1%
CN1CCN(c2ccccc2NC(=O)c2cccc(OCc3ccccc3)c2)CC1	-8%[60.1 µM]	nt	12%	?	-13%	-12%	-4	5%	32%
Cc1ccc(N2CC(C(=O)Nc3ccc(Br)cc3)CC2=O)cc1 (centres undefined)	0%[60.1 µM]	-3%	-29%	59%[activator]	-1%	1%	-10	nt	4%
C/C(=C\c1ccccc1)C(=O)N1CCN(c2cccc(C(F)(F)F)c2)CC1	-11%	-2%	-6%	-4%	-26%	-6%	6	5%	-9%
CC(C)OCCCNC(=O)CN1C(=O)/C(=C/c2ccccc2F)Oc2ccccc21	1%	-13%	-3%	48%[activator]	-5%	?	-4	41%	-20%[56.9 µM]

Source: PubChem
